Source: PubChem (National Center for Advancing Translational Sciences (NCATS))
ELG1 DNA repair – blocks ELG1-dependent DNA repair in HEK293T cells | HEK293T ELG1-luciferase reporter, luminescence, 16 h; DNA damage induced by 5-fluorouridine | Potency, µM (top dose mostly 46.1 µM), for the others: top-dose activity change, negative = inhibition, actives largely listed as inhibitors | 330,000 compounds, 2.3% hits | AID 504467; also: potency is read from the fitted curve at half-maximal effect; % is scaled to controls: 0 for no effect and ±100 for the full control effect; nearly all actives have a fitted effect of over 55% in size
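HEK293T cells expressing luciferase-tagged ELG1 (2,000/well) received 5-Fluorouridine plus compound or DMSO for 16 hr at 37 °C. Luciferase was read by ONE-Glo luminescence after 30 min at room temperature.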
Eya2 phos inh – Eya2 (human) phosphatase inhibition; AID 488837; Potency, µM (titrated, usually from 76.9 µM), inactives show at the top dose activity, negative = inhibition, hits mostly inhibitors; O00167; 330,000 compounds, 0.006% hits; recombinant Eya2, OMFP fluorescence dephosphorylation (OMFP is methylfluorescein phosphate); also: potency is read from the fitted curve at half-maximal effect; % is scaled to controls: 0 for no effect and ±100 for the full control effect
Target sequence (O00167 whole entry, looked up): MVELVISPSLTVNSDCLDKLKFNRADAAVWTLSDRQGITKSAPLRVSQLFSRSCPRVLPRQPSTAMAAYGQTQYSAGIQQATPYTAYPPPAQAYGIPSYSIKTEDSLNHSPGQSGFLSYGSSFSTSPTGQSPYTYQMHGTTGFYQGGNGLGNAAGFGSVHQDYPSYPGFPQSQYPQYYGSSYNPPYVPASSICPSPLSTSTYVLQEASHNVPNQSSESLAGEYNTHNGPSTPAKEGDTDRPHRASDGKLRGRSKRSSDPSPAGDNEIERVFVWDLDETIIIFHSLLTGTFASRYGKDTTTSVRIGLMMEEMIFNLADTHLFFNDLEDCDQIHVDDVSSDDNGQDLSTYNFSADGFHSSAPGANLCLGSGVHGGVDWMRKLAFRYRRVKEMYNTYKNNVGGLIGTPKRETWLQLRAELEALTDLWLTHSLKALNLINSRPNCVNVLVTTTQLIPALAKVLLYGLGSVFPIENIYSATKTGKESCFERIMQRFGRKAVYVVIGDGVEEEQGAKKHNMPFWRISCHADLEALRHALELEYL
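Eya2 (0.2 uM) preincubated 10 min at ambient with compound, then OMFP substrate added at 50 uM; 10 min reaction in 50 mM HEPES pH 7.5, 50 mM NaCl, 5 uM MgCl2, 0.05% BSA, 1 mM DTT. Fluorescence read at Ex 485/Em 525 nm.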
uPA generation – blocks generation of uPA at the cell surface; 330,000 compounds, 0.31% hits; AID 540303; Potency, µM (highest dose often 38.3 µM), for the others: top-dose activity change, negative = inhibition, hits mostly inhibitors; cell surface uPA generation assay, qHTS; active = well fitted inhibition curve with a large enough effect; inconclusive = small, poorly fitted or top-dose-only effect; inactive = no such curve, though single readings can be large or run the other way; tested in mouse RAW 264.7 cells; also: potency is read from the fitted curve at half-maximal effect; % is scaled to controls: 0 for no effect and ±100 for the full control effect; nearly all actives have a fitted effect of over 55% in size
USP2a block – inhibitors of human ubiquitin-specific protease USP2a; AID 463254; 330,000 compounds, 0.01% hits; O75604; Potency, µM (series often up to 38.3 µM), inactives show at the top dose activity change, negative = inhibition, usual class: inhibitors; USP2 core, Ub-CHOP2 coupled fluorogenic reporter, 485/531;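 also: potency is read from the fitted curve at half-maximal effect; plate controls were DMSO wells for no effect and full inhibition by NEM control for full effect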
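Deubiquitinase activity read as fluorescence (485/531 nm) after Ub-CHOP2 cleavage activates the enterokinase reporter on its substrate; USP2 core 10nM, Ub-CHOP2 and substrate 25nM each, 30min compound preincubation then 60min RT; data normalized to NEM, curves fitted.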
TSG101-PTAP inh – blocks PTAP/TSG101 interaction to inhibit HIV-1 budding. Potency, µM (highest dose often 115 µM), for inactives: at the highest dose activity change, negative = inhibition, most hits filed as inhibitors. AID 493005. Q99816. 340,000 tested, under 10 active. Fluorescence polarization, FITC-PTAP peptide / Tsg101 binding; active = well fitted inhibition curve with a large enough effect in the main read-out, with a control signal flat, not every such curve was filed as active; inconclusive = small, poorly fitted or top-dose-only effect, or effect the other way, or a change in a side signal; inactive = no such curve, though single readings can be large or run the other way; also: potency is read from the fitted curve at half-maximal effect; % of control where 0% means no effect
Target sequence (Q99816 whole entry, looked up): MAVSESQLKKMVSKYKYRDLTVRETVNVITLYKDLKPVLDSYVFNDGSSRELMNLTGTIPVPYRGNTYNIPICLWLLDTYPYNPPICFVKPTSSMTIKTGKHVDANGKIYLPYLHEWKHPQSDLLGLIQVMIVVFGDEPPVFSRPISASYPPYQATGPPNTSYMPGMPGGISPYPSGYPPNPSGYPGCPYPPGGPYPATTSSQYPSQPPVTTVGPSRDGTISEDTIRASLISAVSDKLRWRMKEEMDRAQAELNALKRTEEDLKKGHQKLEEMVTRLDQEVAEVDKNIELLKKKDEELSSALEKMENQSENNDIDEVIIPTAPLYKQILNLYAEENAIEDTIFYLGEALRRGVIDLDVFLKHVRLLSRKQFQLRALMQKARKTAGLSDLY
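Fluorescence anisotropy tracks displacement of a FITC-tagged PTAP peptide (50 nM) from the Tsg101 binding domain (10 uM), following a 20 min room-temperature incubation at pH 7.5.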
TSHR antagonist – human thyrotropin receptor antagonism; activity change, negative = inhibition, % at 11.5 µM; TSHR-expressing cells, TSH-stimulated cAMP HTRF, 2 h; stronger effect = lower value; 330,000 compounds, 0.2% hits; P16473;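 active = activity change below a set negative limit, meaning inhibition stronger than a set level, cut at about -70% in these data; inconclusive = activity change between two set negative limits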; also: % is scaled to controls: 0 for no effect and ±100 for the full control effect
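Cell-based HTRF cAMP assay; TSHR cells + compound, TSH EC80 (4nM final), 2 h, 37 deg C. Lysis with anti-cAMP cryptate and cAMP-d2, 30 min RT, read 665/620 nm.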
Chronic BCR inh – blocks chronic active B-cell receptor signaling; ABC-DLBCL IkBa-CBG/CBR reporter, luminescence ratio, 4 h; Potency, µM (titrated, usually from 46.1 µM), inactives show at the highest dose ratio change, negative = lower green/red ratio, hits mostly inhibitors; 340,000 compounds, 0.05% hits; active = well fitted inhibition curve with a large enough effect in the signal ratio, with a control signal flat, not every such curve was filed as active; inconclusive = small, poorly fitted or top-dose-only effect, or effect the other way, or a change in a side signal; the % refers to the signal ratio;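 also: potency is read from the fitted curve at half-maximal effect; plate controls were basal doxycycline-induced cells for no effect and cells given 10 µM MG132 for full effect; MG132 reads +100%, hits lower the ratio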
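Concentration-response series (up to 46 uM) were applied to TMD8 dual-reporter cells for 4 h at 37C with doxycycline. Green/red ratio, after filter-overlap correction, defined %Activity; red signal alone was normalised to basal cells and zero luminescence.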
Tb PFK block – blocks T. brucei phosphofructokinase | AID 485367 | T. brucei PFK, ADP-Glo luminescence | 330,000 compounds, 0.17% hits | Potency, µM (titrated, usually from 57.5 µM), without a hit: at the highest dose activity, negative = inhibition, hits mostly inhibitors | O15648;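 also: potency is read from the fitted curve at half-maximal effect; 0% = uninhibited 1x PFK enzyme wells and -100% = no-enzyme wells; nearly all actives have a fitted effect of over 60% in size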
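Activity is normalized to no-enzyme wells (full inhibition) and 1.25 nM enzyme wells (no inhibition). Reaction: 0.5 mM F6P, 0.1 mM ATP, 45 min RT, ADP-Glo luminescence; concentration-response curves fitted and classed by quality.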
TCR activator – activates T cell receptor signaling; primary human leukocytes, anti-CD3, IL-2 HTRF, 48 h; 330,000 tested, under 10 active; AID 504894; Potency, µM (series often up to 9.22 µM), without a hit: top-dose activation of IL-2 secretion, most hits filed as activators; also: % of control where 0% means no effect
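TCR engagement came from a-CD3 beads alone, with compounds added to primary human leukocytes for 48 hr. Secreted IL-2 bridged europium cryptate- and d2-labelled anti-IL-2 antibodies, giving FRET emission at 665nm after 320nm excitation.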
B2AR arrestin – beta2AR (human) beta-arrestin recruitment activity. P07550. beta-arrestin recruitment to beta2AR, cell-based reporter. 330,000 compounds, 0.02% hits. Potency, µM (doses to about 46.1 µM), for inactives: top-dose activation, usual class: activators;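 also: potency is read from the fitted curve at half-maximal effect; 0% = DMSO controls and full agonism = EC100 isoproterenol or metaproterenol; nearly all actives have a fitted effect of over 65% in size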
Mito fusion act – inhibitors of mitochondrial division or activators of mitochondrial fusion; 320,000 compounds, 0.23% hits; S. cerevisiae fusion-defective mutant growth rescue, CellTiterGlo 48 h; Potency, µM (series often up to 46.1 µM), for inactives: at the top dose growth rescue (activation), actives largely listed as activators;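 also: potency is read from the fitted curve at half-maximal effect; % of control where 0% means no effect; nearly all actives have a fitted effect of over 45% in size; temperature-sensitive fusion mutants such as fzo1-1 at 37 °C on non-fermentable ethanol glycerol medium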
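Read-out: ATP-based luminescence (CellTiterGlo, 10 min ambient) reporting growth of fusion-defective ts yeast after 48 hours at 37C on glycerol/ethanol YPEG medium in the presence of compound.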
* marks the source's active call; other numbers are inactive results; ? = inconclusive; / = not tested or not shown; [ ] = another dose, or the depositor's remark. Unless noted, calls follow the shape of the dose curve; as a rule, active = well fitted curve in the direction sought with a large enough effect; inconclusive = small, poorly fitted or top-dose-only effect, or another doubt; inactive = no such curve, though single readings can be large; an effect the other way counts as inactive or inconclusive.

SMILES	ELG1 DNA repair	Eya2 phos inh	uPA generation	USP2a block	TSG101-PTAP inh	TSHR antagonist	Chronic BCR inh	Tb PFK block	TCR activator	B2AR arrestin	Mito fusion act
Cc1ccc(C(=O)O)cc1S(=O)(=O)N1CCOCC1	12%	3%	9%	2%	/	-8	-1%	2%	/	0.3%	0%
COc1ccc(/C=C2\SC(=S)N(CC(=O)OCC(=O)Nc3ccc([N+](=O)[O-])cc3OC)C2=O)cc1	3%	1%	2%	0%	0%	4	2%	-8%	4%	0.0%	-3%
Cc1cc(Cl)cc(Cl)c1OCCN1CCCC1	-11%	5%	1%	-1%	-6%	-1	1%	-2%	5%	-0.2%	0%
COc1ccc(-n2nc(C(=O)NCC(=O)NCCN(C)C)c3ccccc3c2=O)c(OC)c1	-5%	4%	7%	1%	-2%	-5	4%	-1%	10%	-0.2%	5%
O=C(c1ccccc1OCc1ccccc1Br)N1CCN(c2ncccn2)CC1	3%	-14%	/	-6%	-9%	-12	?	-1%	4%	-1.2%	-7%
NC(=O)c1ccc(C[C@H](C(=O)O)N2C(=O)c3ccc(C(=O)O)cc3C2=O)cc1	/	-5%	/	-2%	/	4	6%	1%	/	-0.6%	1%
COC(=O)Cn1c2ccc(C)cc2c2nc3ccccc3nc21	0%	17%	3%	1%	1%	-10	5%	0%	2%	-0.6%	-7%
COc1ccc2c(c1)Cc1sc(NC(=O)c3ccccc3)nc1-2	?	3%	3%	-1%	-1%	-15	?	3%	-11%	0.4%	-2%
CCOC(=O)C1(C)Oc2ccccc2C(c2ccc(OC)cc2)=C1C(=O)OC (configuration not stated)	?	-14%	10%	-1%	-3%	39	1%	1%	1%[46.1 µM]	0.8%	/
COC(=O)[C@H](CC(C)C)NC(=O)Cn1cnc2c(OCc3ccccc3)ncnc21	15%	7%	7%	3%	1%	16	-2%	7%	0%	-1.3%	/
COc1cc(CN2CCNC(=O)C2CC(=O)NCCc2ncccc2C)cc(OC)c1 (configuration not stated)	-12%	3%	-4%	4%	-1%	-19	?	1%	7%	-0.6%	3%
CC1(C)Cc2c(c(=S)nc(-c3ccccc3)n2Cc2cccnc2)CO1	-10%	6%	-1%	0%	-1%	-3	10%	-2%	-8%	0.0%	4%
CCc1ccccc1Nc1nc2ccccc2n1CC	17%	12%	-1%	3%	0%	4	0%	1%	/	-0.1%	11%
O=C1CSc2ccccc2N1Cc1ccc(F)cc1	16%	-1%	/	-3%	-12%	-1	18%	0%	7%	-0.6%	0%
COC(=O)C(O)(NC(=O)NC(C)=O)C(F)(F)F (configuration not stated)	3%	3%	1%	-2%	-6%	14	2%	8%	4%	0.1%	2%
CC1CCCC(C)N1C(=O)COC(=O)CCC(=O)c1ccc(F)cc1 (configuration not stated)	?	3%	-14%	-9%	-3%	/	0%	0%	/	0.0%	/
COc1cccc(/C=C2\N=C(C3CCCCC3)OC2=O)c1OC	1%	6%	1%	2%	-1%	-1	-25%	2%	-2%	-0.2%	-2%
COc1ccc(NC(=O)NCc2ccccn2)cc1	?	-13%	3%	2%	-1%	-2	-3%	-6%	1%[46.1 µM]	-0.1%	-5%
CC(=O)NC(C)c1nc2ccccc2n1Cc1ccccc1F (configuration not stated)	3%	2%	-4%	0%	-7%	-10	?	-1%	0%[46.1 µM]	-0.3%	0%
CCN1CCN(c2cc(C)c3cc(NC(=S)N4CCN(c5ccccc5F)CC4)ccc3n2)CC1	?	17%	-1%	0%	-1%	1	8%	-1%	1%	0.3%	-6%
CCOc1ccc(NC(=O)CC(Cc2ccc(Cl)cc2)C(=O)O)cc1 (configuration not stated)	-10%	-3%	9%	-1%	-7%	-2	0%	0%	3%	-0.5%	-3%
CC(=O)OC1C(OC(C)=O)N(C(C)=O)C(=O)N1C(C)=O (configuration not stated)	-1%	24%	-1%	3%	-1%	-9	0%	-3%	0%	-0.1%	2%
Cc1ccc(C(=O)NC(=S)NCCN2CCOCC2)cc1	?	8%	3%	0%	0%	4	-13%	1%	-6%[46.1 µM]	-0.8%	-4%
CNC(=O)c1ccc(NC(=O)/C=C/c2cccc(F)c2)cc1	?	2%	-7%	-1%	-6%	-7	3%	-3%	-2%	0.1%	0%
Fc1ccc(CNc2ccc(N3CCN(Cc4ccccc4)CC3)cc2)cc1	7.3µM*	-8%	-10%	-1%	2%	13	-2%	-9%	3%	-1.5%	16%
Cc1cc2[nH]c(=O)c(=O)[nH]c2cc1S(=O)(=O)N1CCN(c2cccc(C)c2C)CC1	-3%	0%	19%	0%	1%	16	-1%	-23%	0%	-0.6%	-2%
O=C(Nc1nc(-c2ccccc2)cs1)c1cccnc1	-4%	3%	4%	-1%	1%	-18	?	4%	0%	-0.1%	-3%
CC1=[N+](C)N(c2ccccc2)C(=O)C1N=Cc1ccc(Cl)cc1 (configuration not stated)	16%	0%	11%	-10%	-5%	6	2%	0%	0%[46.1 µM]	-0.7%	-6%
O=C(/C=C/c1c(Cl)cccc1Cl)N1CCN(c2ncccn2)CC1	-18%	1%	-2%	1%	0%	-17	5%	-1%	-4%	0.1%	10%
COc1cccc(OCCCN2CCCCCC2)c1	9%	-4%	-6%	2%	1%	19	4%	0%	0%	-0.1%	3%
CC/C(=N/Nc1ccccc1C)c1cnnc(SC)n1	-22%	4%	3%	-2%	-5%	7	-1%	-4%	0%[46.1 µM]	-1.0%	-8%
O=C1NC2(CCCCCC2)Cc2ccccc21	3%	-8%	-4%	0%	2%	-2	?	-2%	-97%	-0.1%	3%
Cn1nnnc1SCC(=O)Nc1cc(S(=O)(=O)N2CCCCC2)ccc1Cl	-26%	-16%	-7%	-6%	0%	1	0%	-1%	-33%	-0.3%	/
Cc1ccc(C(=O)OCC(=O)NCCN2C(=O)CSC2=O)cc1	?	-5%	4%	1%	0%	4	-4%	-2%	-3%[46.1 µM]	-0.1%	-6%
COc1cccc(C(N)CC(=O)O)c1 (configuration not stated)	12%	-4%	/	0%	/	-3	?	0%	/	-0.2%	1%
CC1(C)CC(=O)C(C=NCCN2CCN(C(=S)Nc3cccc(Cl)c3)CC2)=C(O)C1	11%	-14%	/	0%	-7%	-1	0%	-3%	4%	-0.5%	-2%
CCOC(=O)c1ccc(-c2cc(C)no2)[nH]1	-2%	-1%	-5%	4%	0%	8	5%	0%	-1%[46.1 µM]	3.9%	2%
Cc1csc2c(N3CCCCC3)ncnc12	?	-4%	-27%	0%	-3%	14	-7%	-5%	2%	0.0%	-3%
Cc1cc(=O)oc2cc(OCC(=O)NC3CCN(Cc4ccccc4)CC3)c(Cl)cc12	?	-4%	9%	0%	-3%	-11	5%	2%	1%	-0.6%	1%
CC1(C)CC(=O)C(C=NCCCO)=C(O)C1	9%	-9%	12%	-1%	-2%	-8	5%	2%	-4%	-0.9%	-2%
COC(=O)c1cc(-c2ccc(OC)c(OC)c2)c2c(=O)[nH]c(=O)n(C)c2n1	5%	4%	-11%	1%	1%	6	?	1%	-9%	-0.1%	?
CC(C)(C)CN1CCNC[C@H]1Cc1cccc2ccccc12	20%	17%	-14%	0%	0%	10	-10%	-2%	2%	0.0%	-9%
COc1ccc(CNC(=O)C(C)OC(=O)Cn2cnc3c2c(=O)n(C)c(=O)n3C)cc1 (configuration not stated)	20%	-8%	2%	1%	2%	-7	-2%	5%	-4%	-0.2%	3%
C=CCc1cccc2cc(C(=O)NNC(=O)c3ccncc3)c(=O)oc12	2%	-1%	-1%	0%	-5%	-6	-2%	-1%	-7%	0.2%	7%
Cc1ccc(S(=O)(=O)N2CCCCC2)cc1NC(=O)Cn1ccsc1=N	17%	-6%	2%	3%	-8%	8	?	5%	0%	-0.2%	0%
Cc1ccc(N=C2C(=O)Nc3ccccc32)c(C)c1	9%	13%	-4%	-1%	-6%	0	-3%	-12%	-1%	0.3%	11%
Cc1ccc(CN(CC(=O)NC2CCCC2)C(=O)CSc2nnc(COc3ccccc3)o2)cc1	-13%	3%	2%	0%	-3%	30	?	-16%	5%[46.1 µM]	0.3%	7%

An unsorted share of the library; about 3% have a hit in one of these screens.
